# Screening results from PubChem.
# TNF death inh – TNF-alpha cell death inhibition in Jurkat FADD-/- cells | Jurkat FADD-/- TNF necroptosis rescue, ATP luminescence, 24 h; 0 = TNF only, 100 = no-TNF cells | activation (protection from cell death), % at 10 µM | hit rate 0.068% among 220,000 | AID 463075;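 active = activation, meaning protection from cell death, of at least 50% relative to plate controls; inactive = activation below 50%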;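 also: necroptosis triggered by 40 ng/mL TNF-alpha added together with compound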
# PERK inh – blocks human PERK kinase; Q9NZJ5; CHO PERK-DD fusion, SEAP luminescence translation reporter; inhibition, % at 5.6 µM; hit rate 0.17% among 220,000; AID 1416;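 active = inhibition above the mean inhibition of all tested compounds plus 3 SD, set separately per screening campaign, cut at about 2.9% in these data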;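 also: PERK kinase domain activated by AP20187 dimerizer at 100 nM; 0% = DMSO with dimerizer and 100% = rapamycin at 8.4 µM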
# L929 necroptosis – L929 zVAD cell death inhibition; viability rescue, % at 10 µM; hit rate 0.38% among 220,000; AID 1377; L929 zVAD necroptosis rescue, ATP luminescence, 24 h; with zVAD 60 µM;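 active = activation, scaled between plate controls, above about 75%, limit read from the data; inactive = activation under that limit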;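 also: 0% = zVAD with DMSO and 100% = DMSO alone without zVAD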
# EBV gp42 inh – EBV gp42 inhibition; Q1HVG2; Fluorescence polarization binding assay, mP read-out; inhibition, % (tested at 21.74 µM); hit rate 0.42% among 220,000; AID 1085; in the data active = inhibition above about 50%
# Target sequence (Q1HVG2 whole entry, looked up): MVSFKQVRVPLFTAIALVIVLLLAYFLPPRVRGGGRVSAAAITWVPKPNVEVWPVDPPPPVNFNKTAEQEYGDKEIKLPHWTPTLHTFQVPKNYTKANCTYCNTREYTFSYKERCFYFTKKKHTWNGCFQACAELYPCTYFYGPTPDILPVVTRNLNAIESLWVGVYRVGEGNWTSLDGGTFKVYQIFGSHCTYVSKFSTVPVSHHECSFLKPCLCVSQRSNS
# eIF4E 4G PPI – eIF4E/eIF4G interaction inhibition in translation initiation. P63073+Q04637. TR-FRET eIF4E-eIF4GI(517-606) binding, 2 h. inhibition, % at 21.7 µM. hit rate 0.37% among 220,000. AID 782;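 active = inhibition above about 30%, limit read from the data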;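 also: 0% = full FRET control wells and 100% = background wells lacking eIF4GI fragment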
# Rad51 HR inh – blocks human Rad51 in homologous recombination; hRad51 DNA strand exchange, fluorescence dequenching; hit rate 0.085% among 200,000; inhibition, % at 10 µM;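 active = inhibition above 40% at the single screening dose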;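 also: 0% = DMSO control wells and 100% = blanks with heterologous ssDNA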
#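 material = hRad51 filaments on single-stranded DNA | timing = filaments 15 min 37 °C, then compound 30 min | signal = FRET fluorescence dequenching, excitation 485 nm, emission 520 nm | benchmarks = control wells and blank wells on each plate | evaluation = percent inhibition relative to plate controls and blanks | compound = 10 µM final, single point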
# KCC2 mod – modulators of human KCC2 chloride dependent transport; Q9H2X9; KCC2 cells, thallium flux FluoZin-2 fluorescence; B-score of Tl+ flux slope (higher = more flux/activation; lower = inhibition) at 10 µM; hit rate 2.2% among 190,000; AID 1456;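 active = thallium flux slope and its plate-corrected score both differing from the plate sample mean at a set confidence after two filtering rounds, in either direction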;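 also: slope of fluorescence scaled to starting intensity during 10 to 20 s after thallium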
# MDM2 E3 inh – blocks human Mdm2 ubiquitin ligase activity; signal enhancement, % at 5 µM; cell-based MDM2 ubiquitination luciferase reporter, 2 h; 0 = plate control, 100 = twice control, blank-subtracted; Q00987; AID 1230; hit rate 0.11% among 210,000;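 active = signal enhancement of 30% or more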;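 also: luminescence tracks abundance of the self-degrading MDM2-luciferase fusion protein; higher signal means inhibition of MDM2 E3 ligase activity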
# Target sequence (Q00987 whole entry, looked up, the tested form may be a part): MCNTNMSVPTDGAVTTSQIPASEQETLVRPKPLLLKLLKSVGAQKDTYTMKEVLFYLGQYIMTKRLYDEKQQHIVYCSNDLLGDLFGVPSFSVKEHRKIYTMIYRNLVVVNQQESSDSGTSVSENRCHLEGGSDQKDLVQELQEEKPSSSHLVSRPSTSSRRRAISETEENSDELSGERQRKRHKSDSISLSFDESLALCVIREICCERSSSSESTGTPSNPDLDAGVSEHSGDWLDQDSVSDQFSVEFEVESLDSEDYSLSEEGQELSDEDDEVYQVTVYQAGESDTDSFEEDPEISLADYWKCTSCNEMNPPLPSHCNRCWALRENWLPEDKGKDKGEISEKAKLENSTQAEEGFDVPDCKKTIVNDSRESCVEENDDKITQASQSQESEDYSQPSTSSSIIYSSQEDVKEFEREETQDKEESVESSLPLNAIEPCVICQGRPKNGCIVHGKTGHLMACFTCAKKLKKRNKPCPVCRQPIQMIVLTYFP
#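 Assay system: stable mammalian line carrying autodegrading MDM2–luciferase fusion reporter; Input: 2000 cells in each well; Compound dosing: single-point 5 µM; Schedule: 2 h compound exposure at 37 °C; Signal: SteadyLite luciferase luminescence after 15 min room-temperature reagent incubation; Evaluation: % luminescence enhancement versus blank-corrected plate control mean; Benchmarks: plate controls and plate blanks.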
# Calpain2 inh – inhibitors of pig calpain II. purified calpain II, fluorogenic peptide substrate, 30 min. inhibition, % at 16 µM. hit rate 0.37% among 220,000;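 active = inhibition above about 50%, limit read from the data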
# * marks the source's active call; other numbers are inactive results; . = no result given; [ ] = another dose, or the depositor's remark. Compounds as they come (roughly 3.6% active in at least one column).
SMILES,TNF death inh,PERK inh,L929 necroptosis,EBV gp42 inh,eIF4E 4G PPI,Rad51 HR inh,KCC2 mod,MDM2 E3 inh,Calpain2 inh
Cc1ccc(C(C(=O)NC(C)(C)C)N(Cc2cccnc2)C(=O)C(=O)NC2CCCCC2)o1 (stereo unspecified),0.3,-0.2,0.3,10,2,4,0.44,-7,20
COc1ccc(NC(C)C(=O)N/N=C/c2ccccc2OCc2cccc(Br)c2)cc1 (stereo unspecified),1.6,0.2,2.6,-4,18,6,-0.68,8,1
Cc1cccc(C(=O)NC(=S)N2CCN(C)CC2)c1,-2.1,0.1,-0.1,-11,8,11,-0.55,-15,10
COc1cc2c(cc1OC)CN(CC(=O)Nc1ccc(S(=O)(=O)N(C)C)cc1)CC2,1.5,0.6,1.2,-12,-1,3,-0.49,0,-25
Cc1ccc(S(=O)(=O)C(C#N)c2nc3ccccc3nc2N2CCCC2)cc1 (stereo unspecified),-4.7,0.1,0.1,91*,-2,-48,-2.3,-15,-211
CC(=O)CSc1cc(C)nc2c(-c3ccccc3)c(C)nn12,2.7,-0.1,1.2,-5,-2,16,0.34,-10,-43
CCc1ccc(NC(=S)NC(=O)CC(C)C)cc1,1.1,0.5,0.3,5,4,10,1.2,-2,-4
COc1ccc(N2CCN(Cc3nc4ccccc4c(=O)[nH]3)CC2)cc1,-0.7,-0.3,-0.5,-14,2[fluorescence artefact?],-3,-0.1,-2,-12
CC(=O)Nc1nc(C)cs1,0.0,0.0,0.6,-10,6,1,0.67,11,-10
Cc1ccccc1-n1nc(C)c2cc(C(=O)N3CCOCC3)sc21,0.2,0.2,-0.1,-8,1,1,.,7,18
O=C(CSc1ncc(S(=O)(=O)c2ccccc2)c(=O)[nH]1)Nc1ccccc1Cl,1.1,0.5,0.8,3,-8,17,0.49,7,-17
Cc1c(Cl)cccc1N1C(=O)CC(N(O)c2ccccc2)C1=O (stereo unspecified),-0.2,1.8,0.5,-20,2,-2,.,-1,-8

# Profiles from above. Order of values: TNF death inh, PERK inh, L929 necroptosis, EBV gp42 inh, eIF4E 4G PPI, Rad51 HR inh, KCC2 mod, MDM2 E3 inh, Calpain2 inh
# Cc1ccc(S(=O)(=O)C(C#N)c2nc3ccccc3nc2N2CCCC2)cc1 (stereo unspecified) is entered as -4.7, 0.1, 0.1, 91*, -2, -48, -2.3, -15, -211
# Cc1cccc(C(=O)NC(=S)N2CCN(C)CC2)c1 is entered as -2.1, 0.1, -0.1, -11, 8, 11, -0.55, -15, 10
# COc1cc2c(cc1OC)CN(CC(=O)Nc1ccc(S(=O)(=O)N(C)C)cc1)CC2 is entered as 1.5, 0.6, 1.2, -12, -1, 3, -0.49, 0, -25
# COc1ccc(NC(C)C(=O)N/N=C/c2ccccc2OCc2cccc(Br)c2)cc1 (stereo unspecified) is entered as 1.6, 0.2, 2.6, -4, 18, 6, -0.68, 8, 1
# O=C(CSc1ncc(S(=O)(=O)c2ccccc2)c(=O)[nH]1)Nc1ccccc1Cl is entered as 1.1, 0.5, 0.8, 3, -8, 17, 0.49, 7, -17

# Continuation:
SMILES,TNF death inh,PERK inh,L929 necroptosis,EBV gp42 inh,eIF4E 4G PPI,Rad51 HR inh,KCC2 mod,MDM2 E3 inh,Calpain2 inh
Cc1nonc1OC(C)CNc1ccc([N+](=O)[O-])cc1 (stereo unspecified),-0.2,0.5,0.0,-16,4,8,.,10,18
CCOc1ccc(S(=O)(=O)NC2CCCCCC2)cc1,0.7,0.7,7.3,2,-4,2,-0.049,6,0
CCCCCOCC1CC(C/C(C)=N/NC(N)=O)(C(=O)OCC)C(=O)O1 (stereo unspecified),-0.2,1.9,-0.4,1,-3,12,-0.66,-3,-11
CCCSc1cc(=O)n(-c2ccc(F)cc2)nc1C(=O)OCC,-0.3,1.1,2.8,-4,4,-1,.,-14,1
Cc1ccnc(-n2c(C)cc(/C=N/NC(=O)COc3cccc4cccnc34)c2C)c1,4.4,-1.6,-0.6,-7,0,8,-0.76,-3,-19
c1ccc(C(CN2CCOCC2)c2ccccc2)cc1,-0.3,-0.2,1.0,-6,1,7,.,-4,-4
Cc1ccc(C(c2nnnn2Cc2cccs2)N2CCN(C(=O)c3ccco3)CC2)cc1 (stereo unspecified),-1.3,-1.5,-0.5,-9,-8[fluorescence artefact?],-4,-0.43,-16,10
C[n+]1cccc2ccc3c(c21)OC(N)=C(C#N)C3c1ccccc1 (stereo unspecified),2.3,0.7,0.8,-48,94*,15,-0.1,2,14
CN(CC(=O)Nc1ccc(S(=O)(=O)N(C)C)cc1)Cc1ccc(C(F)(F)F)cc1,3.8,0.7,1.8,2,-3,15,-0.68,1,-5
Cc1cc(C)n(-c2ccc(S(=O)(=O)N3CCCC3)cc2[N+](=O)[O-])n1,1.0,0.7,0.1,10,0,23,0.76,-4,14
COCCn1c(C)cc(C(=O)CSc2nncn2-c2ccccc2)c1C,-2.7,1.0,-0.4,-12,3,-12,0.014,7,-13
O=C(Nc1c(O)c2ccccc2[nH]c1=O)c1ccco1,1.7,0.6,0.8,-9,-3,4,-1.1,.,13
FC(F)(F)c1cccc(Cn2nnnc2-c2cc(Cl)cc(Cl)c2)c1,-0.9,0.4,0.1,-8,-16,-12,0.091,-12,9
CC(C)c1ccc(NC(=O)CSc2nc(-c3ccccc3F)nc3nc[nH]c23)cc1,-1.0,1.0,2.4,-8,-6,-11,-0.11,-9,-29
CCOC(=O)C1CCN(CC(=O)Nc2c(C(=O)OC)[nH]c3ccccc23)CC1,-8.1,-0.9,0.0,-34,-9,7,0.49,1,-31
O=C(Nc1ccccc1N1CCN(C(=O)c2ccc(Cl)cc2)CC1)c1ccc2c(c1)OCO2,0.6,-1.7,0.0,-9,-33,4,-1.8,-15,-166
CC(Cl)C(=O)NC(=O)NC12CC3CC(CC(C3)C1)C2 (stereo unspecified),-0.8,0.6,1.1,-10,3,1,-0.017,-17,-3
COC(=O)[C@@H](NC(=O)Nc1cccc(OC)c1)C(C)C,-0.8,1.2,1.3,-6,3[fluorescence artefact?],-2,0.91,11,-11
Cc1ccc(NC(=O)CN2CCc3ccccc3C2)cc1S(=O)(=O)N(C)C,1.1,0.0,2.6,-5,4,27,-0.99,-4,6
C=CCNCC(=O)NN=C(c1ccccc1)c1ccccc1,-2.5,0.7,-0.3,-3,2,0,.,3,20
Cc1ccc2c(c1)N(CCCC(=O)NCc1ccc3c(c1)OCO3)C(=O)CO2,2.8,1.0,.,-12,7[fluorescence artefact?],.,-1.1,.,1
CCOC(=O)C1=C(C)N=C2SCCC(=O)N2[C@@H]1/C=C/c1ccccc1,-0.6,-0.7,-0.2,1,0,12,0.59,-16,14
COC(=O)C1=COC(C)C2CN3CCc4c([nH]c5ccccc45)C3CC12 (stereo unspecified),1.4,0.7,0.3,19,0[fluorescence artefact?],-30,-1.2,-4,7
CN1CCN(C(=O)C2=C[C@H](c3ccc(Br)cc3)C[C@H](OCCCCO)O2)CC1,1.3,1.7,-0.5,-7,-3,-5,-0.39,.,8
COc1cc([N+](=O)[O-])cc2sc(NC(=O)C(C)(C)C)nc12,3.4,3.5*,-0.2,-12,-5,-4,-0.94,-15,22
Cc1cc(NC(=O)CCC2COc3ccccc3O2)no1 (stereo unspecified),1.9,0.7,-0.7,-11,4,-7,-0.27,0,-1
COc1ccc(C(C)=O)cc1COC(=O)c1cccc(N(C)C)c1,2.1,-0.1,0.7,-18,.,8,-0.081,-15,-100
CC(C)OCCCNc1ncnc2c1[nH]c1ccc(F)cc12,-15,-1.4,4.3,2,-1,9,-1.2,-31,-138
CCOc1ccc(NC(=O)Nc2cc(C)ccc2OC)cc1,-2.9,0.7,0.8,-13,-8,5,0.029,6,-8
COc1ccc(C2CC(=O)C3=C(C2)NC(C)=C(C#N)C3c2ccc(N(C)C)cc2)cc1 (stereo unspecified),1.6,-0.7,-1.3,-9,-22,-4,-0.056,1,-68
Cc1ccc2nc(-c3ccc(NC(=O)c4ccco4)cc3)[nH]c2c1,6.0,-1.9,1.3,-20,-19[fluorescence artefact?],-1,0.19,-21,-43
CC(=O)Oc1cccc(N2C(=O)CC(Nc3ccc(N4CCOCC4)cc3)C2=O)c1 (stereo unspecified),-0.1,0.7,0.2,-3,0,.,0.3,6,-11
CCS(=O)(=O)NCc1ccc2c(c1)cc(C)n2C,-1.5,0.0,0.2,0,2,-10,-3.1*,-12,-10
COc1ccc(C2CC(=O)c3cnc(NC(=O)c4ccccc4)nc3C2)c(OC)c1 (stereo unspecified),-14,-0.3,1.0,-14,-1,2,.,3,7
S=C(Nc1ccc(Cc2ccncc2)cc1)Nc1cccc(Cl)c1,0.2,-0.1,2.2,5,-1,-4,-0.13,-5,2
COc1ccc(N2CC(O)=C(c3nc4ccccc4s3)C2=N)cc1,-3.7,-0.9,-0.4,-17,3[fluorescence artefact?],-5,-0.86,-6,-14
Cc1cc(C)cc(N2CC(C)(C)C2=O)c1,1.0,1.3,0.1,-4,-5,4,.,6,-4
CC(C)c1nc2sc3c(=O)[nH]cnc3c2c2c1CCC2,-0.9,0.9,1.4,-24,24[fluorescence artefact?],-20,-0.35,10,-81
CCOC(=O)c1ccc(N2C(=O)CC(C(=O)OC)=C2C)cc1,-2.3,0.2,0.5,-24,4,3,-0.76,13,-14
Nc1ccccc1N=c1ssnc1Cl,0.8,1.6,5.5,-48,12,18,0.61,-7,-36
